High-throughput results: PubChem BioAssay, National Center for Advancing Translational Sciences (NCATS)
GLP1R inv ag: acts as inverse agonist at human GLP-1 receptor; AID 624417; HEK293 GLP-1R CRE-luciferase, luminescence, 24 h; GLP-1R form is constitutively active; 410,000 compounds, 1.6% hits; Potency, µM (top dose mostly 38.3 µM), inactives show top-dose activity change, negative = inhibition, hits mostly inhibitors; P43220; further: potency means the concentration at half of the fitted maximal effect; on the % scale 0 is the no-effect control and ±100 the full control effect; nearly all actives have a fitted effect of over 55% in size
Target sequence (P43220 whole entry, looked up): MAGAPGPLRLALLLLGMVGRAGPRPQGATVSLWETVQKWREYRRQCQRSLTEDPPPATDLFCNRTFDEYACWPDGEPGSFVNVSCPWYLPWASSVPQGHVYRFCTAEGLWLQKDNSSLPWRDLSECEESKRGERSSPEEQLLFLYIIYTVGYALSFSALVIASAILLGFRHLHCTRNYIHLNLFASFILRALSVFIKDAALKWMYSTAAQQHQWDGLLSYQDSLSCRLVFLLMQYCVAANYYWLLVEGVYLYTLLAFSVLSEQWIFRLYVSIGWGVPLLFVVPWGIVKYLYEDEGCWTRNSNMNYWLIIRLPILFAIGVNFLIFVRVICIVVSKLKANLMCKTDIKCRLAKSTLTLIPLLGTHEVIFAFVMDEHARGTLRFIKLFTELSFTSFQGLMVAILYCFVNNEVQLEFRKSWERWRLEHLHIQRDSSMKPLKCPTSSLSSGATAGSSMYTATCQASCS
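qHTS in 1536-well format: reporter HEK293 cells expressing constitutive GLP-1R activity in DMEM + 10% Nu serum, 24 hr with compounds at 37 deg C, luminescence read after 12 min with detection reagent.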
PTHR1 ag: activates the human parathyroid hormone receptor PTHR1 | HEK293 GP2 PTHR1 cells, GloSensor cAMP luminescence, 1 h | Potency, µM (top dose mostly 115 µM), for the others: at the highest dose activation, usual class: activators | 410,000 compounds, 0.075% hits; further: potency means the concentration at half of the fitted maximal effect; nearly all actives have a fitted effect of over 55% in size; some results filed as inactive show a strong effect at the top dose; inactives centre near -15; many of its hits are not listed in these tables
Target sequence (Q03431 whole entry, looked up): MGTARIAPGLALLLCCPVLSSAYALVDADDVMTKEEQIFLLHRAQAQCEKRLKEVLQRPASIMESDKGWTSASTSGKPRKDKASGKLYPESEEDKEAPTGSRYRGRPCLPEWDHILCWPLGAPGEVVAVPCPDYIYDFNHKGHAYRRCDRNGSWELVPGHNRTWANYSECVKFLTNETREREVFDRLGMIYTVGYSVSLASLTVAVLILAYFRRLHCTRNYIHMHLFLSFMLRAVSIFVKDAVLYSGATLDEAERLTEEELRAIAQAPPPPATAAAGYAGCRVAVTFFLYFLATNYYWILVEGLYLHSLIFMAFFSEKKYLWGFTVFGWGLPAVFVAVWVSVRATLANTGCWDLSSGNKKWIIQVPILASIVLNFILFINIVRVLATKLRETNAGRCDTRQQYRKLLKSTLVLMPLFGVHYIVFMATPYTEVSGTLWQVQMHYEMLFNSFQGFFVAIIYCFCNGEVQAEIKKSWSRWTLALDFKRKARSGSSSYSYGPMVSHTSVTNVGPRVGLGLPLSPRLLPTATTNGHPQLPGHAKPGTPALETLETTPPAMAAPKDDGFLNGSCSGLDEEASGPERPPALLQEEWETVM
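HEK-293-derived GP2 cells expressing PTHR1 and a GloSensor cAMP reporter, 3,000/well, plated overnight, given luciferin plus IBMX (each 0.5 mM as added) for 1 h at 37 °C, then compound for 1 h at 37 °C. Luminescence was read after 15 min at room temperature.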
MmCpn inh: inhibitors of Methanococcus maripaludis chaperonin (MmCpn) | purified Mm-Cpn ATPase, ADP Transcreener TR-FRET | Potency, µM (titrated, usually from 76.9 µM), for the others: at the highest dose activity, negative = inhibition, most hits filed as inhibitors | 330,000 compounds, 0.031% hits | AID 504842; further: potency means the concentration at half of the fitted maximal effect; on the % scale 0 is the no-effect control and ±100 the full control effect; nearly all actives have a fitted effect of over 80% in size
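TR-FRET (320 nm excitation; 590 and 665 nm emission) reports ADP made from 10 uM ATP by 25 nM enzyme; compounds were preincubated 10 min, reaction run 30 min, both at 37°C.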
Akt phos inh: Akt phosphorylation inhibition. activity change, % for hits at 50 µM. Neuro2A IGF-stimulated pAkt S473 HTRF, 20 min; hits give low values. 360,000 compounds, 0.32% hits; in the data active means activity change below about -80%; inconclusive means mostly about -51% to -80%; further: on the % scale 0 is the no-effect control and ±100 the full control effect
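Neuro2A cells in DMEM with 0.5% FBS, overnight at 37 deg C, given compound at single 50 µM final, then IGF (6 nM final) for 20 min at 37 deg C. Lysed; phospho-Akt Ser473 by HTRF after 24 h, 665/615 ratio.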
HEK293 tox: cytotoxicity in counter-screen for GLP-1R inverse agonists; HEK293 cAMP-luciferase reporter cells, luminescence, 24 h; Potency, µM (titrated, usually from 38.3 µM), for the others: at the top dose activity change, negative = inhibition, hits mostly inhibitors; 410,000 compounds, 0.13% hits; AID 624418;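 further: loss of luciferase light is scored as toxicity; potency means the concentration at half of the fitted maximal effect; on the % scale 0 is the no-effect control and ±100 the full control effect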
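1536-well qHTS counterscreen of the MLSMR; 200 cells/uL, 12 h pre-incubation, 23 nL cpd, 24 h at 37 deg C 5% CO2, luciferase detection reagent, 12 min RT, luminescence. Inhibition = undesired.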
FUS yeast rescue: rescues growth of FUS-expressing yeast | S. cerevisiae FUS-expressing, growth rescue, OD600, 24 h | 390,000 compounds, 0.24% hits | AID 1347120 | Potency, µM (series often up to 76.6 µM), without a hit: at the top dose growth rescue (activation), most hits filed as activators;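 further: potency means the concentration at half of the fitted maximal effect; plate controls were DMSO vehicle for no effect and reference control for full effect; nearly all actives have a fitted effect of over 55% in size; some results filed as inactive show a strong effect at the top dose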
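Absorbance at 600 nm, taken 24hr after compound addition, measured rescue of FUS-yeast growth at 30C. Induction used 2% galactose with seeding at OD 0.005. Controls: CP55940 from 92uM final, DMSO only.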
aSyn yeast inh: rescues yeast growth from alpha-synuclein toxicity | Yeast expressing alpha-synuclein, growth rescue, BacTiter-Glo, 24 h | AID 652106 | 370,000 compounds, 0.14% hits | Potency, µM (doses to about 46.1 µM), for inactives: top-dose growth rescue (activation), actives largely listed as activators; further: potency means the concentration at half of the fitted maximal effect; % of control where 0% means no effect; nearly all actives have a fitted effect of over 65% in size
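Readout is rescue of growth in alpha-synuclein-expressing yeast, so inhibitors of toxicity appear as activators. Growth after 24 hr at 30 deg C in galactose medium is quantified by luminescence.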
Abeta rescue: compounds reversing amyloid beta toxicity in yeast. yeast expressing A-beta42, growth rescue, OD600, 48 h; response scale: 0% DMSO, 100% iron-clioquinol control. Potency, µM (doses to about 46.1 µM), for inactives: at the highest dose growth rescue, most hits filed as activators. 410,000 compounds, 0.063% hits; further: potency means the concentration at half of the fitted maximal effect; nearly all actives have a fitted effect of over 55% in size
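Yeast growth medium received pinned compounds, then yeast cells expressing toxic A-beta were added; plates incubated at 30 C for 48 hr. Growth read as absorbance at 600 nm, normalized to DMSO and equimolar FeCl3 plus clioquinol controls.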
TDP-43 yeast inh: TDP-43 toxicity inhibition in yeast; TDP-43 expressing yeast growth rescue, BacTiter-Glo, 24 h; Potency, µM (titrated, usually from 46.1 µM), without a hit: top-dose growth rescue (activation), actives largely listed as activators; 410,000 compounds, 1.8% hits; AID 652104; further: potency means the concentration at half of the fitted maximal effect; % of control where 0% means no effect; nearly all actives have a fitted effect of over 50% in size
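Yeast cells expressing TDP-43 under galactose induction are exposed to compounds for 24 hr at 30 deg C. BacTiter-Glo luminescence measures growth, so protective compounds score as activators.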
* = called active by the depositor; i = inactive; u = inconclusive; x = no result given; [ ] = another dose, or the depositor's remark. Unless noted, the call rests on the fitted dose curve; in most records, active means well fitted curve in the direction sought with a large enough effect; inconclusive means small, poorly fitted or top-dose-only effect, or another doubt; inactive means no such curve, though single readings can be large; an effect the other way counts as inactive or inconclusive.

#	structure	TDP-43 yeast inh	PTHR1 ag	GLP1R inv ag	Akt phos inh	aSyn yeast inh	FUS yeast rescue	MmCpn inh	HEK293 tox	Abeta rescue
1	CC(=O)N/N=C/c1cc(C(C)C)cc(/C=N/NC(C)=O)c1O	-27.4%	-2.2%	u	i	0.4%	14.1%	-5.9%	428.3%[activator]	-22.5%
2	COc1ccc(-c2cn3c(n2)sc2cc(C(=O)Nc4ccc(C)c(C)c4)ccc23)cc1	1.1%	-16.4%	3.3%	x	x	8.8%	x	-13.8%	-4.0%
3	C/C(=N\NC(=O)c1nnn(-c2nonc2N)c1CSc1ccc(C)cc1)c1cccs1	-6.7%	-5.1%	7.8%	i	-10.9%	1.3%	x	4.6%	-5.7%
4	O=C(COc1ccccc1)Nc1nnc(-c2ccc(F)cc2)o1	u	-3.7%	12.9%	i	17.8µM*	-4.5%	-12.4%	-8.4%	u
5	CCCC(=O)Nc1nnc(-c2ccc3c(c2)OCCO3)o1	5.7%	i	-16.9%	i	5.4%	-4.5%	2.2%	5.2%	-14.0%
6	Cc1ccc(C(=O)NCCn2ccc3ccccc32)cc1[N+](=O)[O-]	u	-71.1%[inhibitor]	u	i	5.7%	10.4%	2.5%	5.0%	27.1%
7	CC(C)CCNC(=O)c1c2c(nc3ccccc13)C(=O)N(C1CCCCC1)C2	10.1%	-4.5%	-4.4%	x	x	9.6%	x	0.0%	0.0%
8	COc1ccc(NC(=O)Cn2c(=O)n(-c3ccc(OC)cc3OC)c(=O)c3c(C)c(C)sc32)cc1	5.4%	i	-5.3%	i	8.4%	x	0.2%	-20.9%	-0.7%
9	Cc1c(C(=O)N(C)C)sc2c1c(=O)n(-c1ccc(Cl)cc1)c(=O)n2Cc1ccccc1F	2.2%	i	-2.4%	x	x	-4.6%	x	-2.7%	-8.9%
10	CC1(C(=O)N2CCN(C(=O)c3ccco3)CC2)CCN1Cc1ccccc1OC(F)F (configuration not stated)	22.0%	i	14.7%	i	-0.4%	-28.2%	x	1.3%	-4.5%
11	O=C(O)CCCCCNC(=O)c1ccncc1	-1.1%	u	1.3%	i	-1.4%	16.4%	0.2%	3.3%	0.4%
12	COC(=O)C(NC(C)=O)(Nc1cc(C)ccn1)C(F)(F)F (configuration not stated)	5.1%	-12.7%	0.3%	i	-2.3%	-18.9%	-1.3%	-5.0%	-5.5%
13	Cn1c(S(=O)(=O)O)nc2ccccc21	-1.4%	-16.7%	10.8%	i	-6.3%	-4.9%	-0.5%	8.2%	-7.0%
14	COc1ccc(Nc2nc(N)nc(CN3CCC(C)CC3)n2)cc1	7.5%	i	0.6%[0.307 µM]	i	5.3%	10.4%	-2.4%	-1.6%[0.307 µM]	0.4%
15	CCOC(=O)CCC(NC(=O)CCCC(=O)NC(CCC(=O)OCC)C(=O)OCC)C(=O)OCC (configuration not stated)	-6.2%	-21.1%	15.8%	i	1.7%	-2.6%	-0.6%	14.9%	1.8%
16	O=C(CSc1nnnn1C1CCCC1)NCc1ccccc1	-25.7%	-8.6%	-15.4%	i	6.2%	18.3%	-0.9%	1.7%	-10.7%
17	COc1ccccc1CN(C)C[C@@H]1OCc2cnnn2CCCC(=O)N([C@@H](C)CO)C[C@H]1C	26.4%	-0.5%	11.3%	i	2.5%	1.3%	x	6.8%	11.5%
18	CC(C)(C)N(Cc1ccccc1)C(=O)CN1C(=O)c2ccccc2C1=O	-10.7%	i	u	i	14.8%	19.9%	1.9%	6.8%	5.5%
19	CCCCCCCCN1C(=O)[C@H](CC(=O)NCc2ccc(OC)c(OC)c2)C[C@@]2(C(=O)OC)CCCCC=C12	20µM*	i	u	i	16.9%	u	x	-3.7%	7.5%
20	CC(=O)Nc1ccc(/C=N/NC(=O)CC2CCCCC2)cc1	-10.5%	12.7%	27.0%	i	-3.0%	-15.9%	x	-1.9%	-13.1%
21	COc1ccc(/C=N/NC(=O)c2cc(Br)ccc2O)cc1Cn1cc(Cl)cn1	7.5%	-12.4%	-19.9%	i	3.2%	x	-3.7%	2.7%	5.5%
22	CC(=O)c1ccc(N2CCN(S(=O)(=O)c3ccc4[nH]c5c(c4c3)CCCCC5)CC2)cc1	-11.0%	-36.5%[inhibitor]	-4.4%	x	4.6%	u	x	3.9%	-13.4%
23	CCc1ccc(NC(=O)CSC2=Nc3ccccc3C3=NC(CCC(=O)NCc4ccccc4)C(=O)N23)cc1 (configuration not stated)	-21.2%	i	2.4%	x	x	43.5%	x	10.9%	-6.3%
24	CC(C)(C)NC(=O)/C(=C/c1ccccc1F)NC(=O)c1ccc([N+](=O)[O-])cc1	-20.8%	i	2.8%	i	0.2%	-0.5%	-0.3%	14.2%	-6.9%
25	COc1ccccc1CN1CN(S(=O)(=O)c2ccccc2)c2nc3ccccc3nc21	1.4%	18.6%	2.82µM*	i	-0.3%	34.1%	-0.5%	-25.4%	-2.1%

Single records, from the list above. Order of values: TDP-43 yeast inh | PTHR1 ag | GLP1R inv ag | Akt phos inh | aSyn yeast inh | FUS yeast rescue | MmCpn inh | HEK293 tox | Abeta rescue
`Cc1ccc(C(=O)NCCn2ccc3ccccc32)cc1[N+](=O)[O-]` in the list: u | -71.1%[inhibitor] | u | i | 5.7% | 10.4% | 2.5% | 5.0% | 27.1%
`COC(=O)C(NC(C)=O)(Nc1cc(C)ccn1)C(F)(F)F` (configuration not stated) in the list: 5.1% | -12.7% | 0.3% | i | -2.3% | -18.9% | -1.3% | -5.0% | -5.5%
`CCCCCCCCN1C(=O)[C@H](CC(=O)NCc2ccc(OC)c(OC)c2)C[C@@]2(C(=O)OC)CCCCC=C12` in the list: 20µM* | i | u | i | 16.9% | u | x | -3.7% | 7.5%

(next part)
#	structure	TDP-43 yeast inh	PTHR1 ag	GLP1R inv ag	Akt phos inh	aSyn yeast inh	FUS yeast rescue	MmCpn inh	HEK293 tox	Abeta rescue
26	CCOC(=O)N1CCN(C2=C(NS(=O)(=O)c3ccc(NC(C)=O)cc3)C(=O)c3ccccc3C2=O)CC1	4.2%	i	-3.1%	i	4.4%	3.7%	-6.1%	-23.6%	x
27	CC(=O)/C=C(\C)N=Nc1c(O)[nH]c2ccccc12	6.6%	i	63.9%[activator]	i	10.7%	13.1%	-1.4%	u	15.2%
28	Cc1ccc(NC(=O)CN2CCN(C3CCCCC3)C(=O)C2=O)cc1	-8.5%	9.0%	5.6%	x	x	7.8%	x	-13.3%	-6.3%
29	CCOC(=O)c1c(C)n(-c2ccccc2)c2ccc(OC(=O)COc3ccccc3)cc12	-7.4%	-6.4%	2.1%	x	x	-6.6%	x	-0.4%	1.2%
30	O=C(Cc1ccc([N+](=O)[O-])cc1)c1c(O)cc(O)cc1O	11.8%	-31.2%[inhibitor]	-10.0%	i	2.7%	3.7%	2.5%	-1.3%	-6.6%
31	Cc1ccccc1-n1c(SCC(=O)N(C)C2CCS(=O)(=O)C2)nnc1-c1ccncc1 (configuration not stated)	-19.1%	-24.7%	0.5%	i	-2.3%	14.0%	2.0%	4.5%	0.0%
32	O=c1[nH]c(C2CCCCC2)nc2ccccc12	u	i	16.7%	i	-0.3%	x	-1.0%	0.2%	20.2%
33	CCOc1ccccc1NC(=O)CSc1nnc(-c2ccco2)o1	12.6µM*	1.4%[57.5 µM]	-4.2%	i	0.3%	-6.4%	-0.2%	-1.9%	-2.1%
34	Cc1cc(NCCCn2ccnc2)n2nc(-c3ccc(Cl)cc3)cc2n1	1.1%	i	-2.6%	i	0.6%	x	-5.5%	20.4%	-2.7%
35	CC(C)(C)c1ccc(C(=O)Nc2sc3c(c2C#N)CCC(C(C)(C)C)C3)cc1 (configuration not stated)	-7.6%	-18.5%	-3.6%	x	x	-14.2%	x	3.2%	-7.9%
36	CCN1C(=O)CSc2ccc(C(=O)NCc3ccccc3OC)cc21	-12.6%	-28.9%	0.3%	i	-6.1%	18.7%	-21.7%	-3.5%	8.5%
37	COc1cccc(CC(=O)Nc2nc3c(s2)C(=O)CC(C)(C)C3)c1	-23.3%[0.397 µM]	-7.9%	u	i	-3.2%	10.0%	-0.1%	-4.7%	-1.4%
38	C=CCc1cc(Cl)ccc1OCCOCCNCCOC	-3.4%	i	u	i	-0.7%	0.0%	-0.4%	u	-6.3%
39	CC(CCn1cccn1)NC(=O)c1cc(COc2ccc(F)cc2Cl)on1 (configuration not stated)	-13.8%	i	-16.2%	i	-2.8%	8.8%	-4.6%	-2.9%	-8.0%
40	NCCCCCc1nnc(SC/C=C/c2ccccc2)o1	-6.2%	i	0.0%	i	-1.4%	5.8%	1.6%	-19.9%	-0.9%
41	Cc1nn(C)c(C)c1NC(=O)CCCSc1nc(-c2ccco2)cc(C(F)(F)F)n1	4.9%	-52.9%[inhibitor][57.5 µM]	-11.1%	i	8.3%	25.8%	-1.4%	-3.9%	8.0%
42	CCOC(=O)C1(Cc2cccc(OC)c2)CCN(Cc2cc(OC)ccc2OC)CC1	-9.7%	-19.4%	u	i	0.0%	1.5%	1.6%	-24.6%	13.6%
43	Cc1cc(C)nc(N2CCCC(C(=O)NCc3ccccc3)C2)n1 (configuration not stated)	10.1%	i	0.0%	i	0.1%	2.2%	-3.5%	-19.4%	-0.2%
44	Cc1ccccc1C(=O)Nc1ccc(N2CCCCCC2)cc1	-2.9%	-14.5%	u	i	1.0%	1.8%	-3.3%	-29.7%	-8.0%

Some of the compounds tested. The share of hits here may be higher or lower than overall.
